ERK EGF inh: EGF-driven ERK pathway inhibition; AID 1454; HEK293-V1b, EGF-stimulated phospho-ERK AlphaScreen; Potency, µM (doses to about 11.5 µM), without a hit: at the highest dose activity change, negative = inhibition, usual class: inhibitors; 130,000 compounds, 0.41% hits; active = well fitted inhibition curve with a large enough effect; inconclusive = small, poorly fitted or top-dose-only effect, or effect the other way;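 also: plate controls were stimulated vehicle wells for no effect and unstimulated vehicle basal for full effect; nearly all actives have a fitted effect of over 55% in size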
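After overnight plating in 1% FBS, HEK293-V1b cells received test compound for half an hour, then a 5 min pulse of EGF (25 nM); ERK phosphorylation in lysates was read by bead-based AlphaScreen.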
* = called active by the depositor; u = inconclusive; & = joins results of further samples; [ ] = another dose, or the depositor's remark. Potency is read from the fitted curve at half-maximal effect.

Sample of the layout, three compounds:
SMILES	ERK EGF inh
CN1CCC(=NNc2ccc(S(=O)(=O)N3CCOCC3)cc2[N+](=O)[O-])CC1	1%
N/C(=N\OC(=O)CC1CCCCC1)c1ccccc1	2%
CCOC(=O)C(NC(C)=O)C(=O)Nc1ccc(C(C)C)cc1 (stereo not drawn)	-6%

The listing, from the start:
SMILES	ERK EGF inh
CN1CCC(=NNc2ccc(S(=O)(=O)N3CCOCC3)cc2[N+](=O)[O-])CC1	1%
N/C(=N\OC(=O)CC1CCCCC1)c1ccccc1	2%
CCOC(=O)C(NC(C)=O)C(=O)Nc1ccc(C(C)C)cc1 (stereo not drawn)	-6%
O=C1NN(c2ccc(Cl)cc2)C(=O)/C1=C\c1ccc(-c2cccc(C(=O)O)c2)o1	5%
COc1cc(C(=O)NCC2CCCO2)cc(OC)c1OC (stereo not drawn)	5%
Cc1ccc(COc2ccsc2C(=O)NNC(N)=S)cc1	-7%
CC(Sc1nnnn1C)C(=O)NC(=O)NC1CCCCC1 (stereo not drawn)	-13%
C/C(=N/OC(=O)c1c(-c2c(Cl)cccc2Cl)noc1C)c1cnccn1	-2%
CC(Oc1ccc(Cl)cc1Cl)c1nc(-c2ccc(NC(=O)c3ccncc3)cc2)no1 (stereo not drawn)	-3%
CCn1c(SCC(=O)N/N=C/C=C/c2ccco2)nnc1-c1ccccc1	5%
CC(OC(=O)c1ccc(S(=O)(=O)N(C)c2ccccc2)cc1)C(=O)NCCC1=CCCCC1 (stereo not drawn)	-4%
C[C@]12CCC(O)CC1CCC1C2CC[C@]2(C)C(c3cc(C(F)(F)F)n[nH]3)CCC12 (stereo partly drawn)	22%[57.5 µM]
CN1C(=O)CCC1c1cccnc1 (stereo not drawn)	21%&-3%&5%
COc1cc(/C=C/C(=O)Nc2nc3ccc(S(=O)(=O)N(C)C)cc3s2)cc(OC)c1OC	8%
CC(=O)c1ccc2noc(-c3ccc(Cl)cc3)c2c1	-8%
COc1ccc(CCNC(=O)C(=O)N2CCCCC2)cc1OC	8%
COc1ccc(NC(=O)COC(=O)/C=C/C(=O)OCC(=O)Nc2ccc(OC)c(Cl)c2)cc1Cl	6%
Fc1ccc(-c2cc(C(F)(F)F)nc(NCc3cccs3)n2)cc1	4%
S=C(Nc1ccc(Cl)c(Cl)c1)NN1CCOCC1	0%
O=[N+]([O-])c1cc(C(F)(F)F)cc([N+](=O)[O-])c1NCCCNc1ccc([N+](=O)[O-])c2cccnc12	u
Cc1ccc(-c2nc(P(=O)(c3ccccc3)c3ccccc3)c(N3CCOCC3)o2)cc1	u
CCCn1c(NCc2ccco2)nc2c1c(=O)n(C)c(=O)n2C	4%
N/C(Cn1cncn1)=N\NC(=O)C(=O)Nc1ccc(Cl)cc1Cl	-4%
Cc1nc(NCc2ccccc2)sc1C(=O)Nc1ccccc1	-8%
COCCNc1nc2nonc2nc1N1C[C@H]2CC[C@H]1C2	6%
COc1ccnc(-n2cccc2/C=N/O)c1C#N	-2%
COc1ccc(C(C(=O)NC(C)(C)C)N(Cc2cccs2)C(=O)CCC(=O)Nc2cc(C)on2)cc1 (stereo not drawn)	2%
CC1Cc2ccccc2N1Cc1cc(=O)n2ccsc2n1 (stereo not drawn)	6%
Cc1ccc(-c2cc3ncc(C#N)c(N)n3n2)cc1	3%
COc1cccc(CNC(=O)C(=O)NCCc2ccc(OC)c(OC)c2)c1	6%
O=C1N=C(C=c2ccc(=Cc3[nH]c(=O)[nH]c3O)cc2)C(=O)N1	2%[57.5 µM]
COc1ccc2[nH]c(C(=O)NCCc3ccccc3)cc2c1	-12%[57.5 µM]
CCN(CC)C(=O)COc1ccc2oc(-c3ccco3)cc(=O)c2c1	-4%
Cc1ccc(C(=O)N/C(=C\c2cccs2)C(=O)NCCCn2ccnc2)cc1	-5%
COc1ccc(NC(=O)CC2Nc3cc(C)c(C)cc3NC2=O)c([N+](=O)[O-])c1 (stereo not drawn)	-7%
O=C(CCCOc1ccccc1)NC1CCCc2ccccc21 (stereo not drawn)	0%
CC(=O)Nc1c(Cl)cc([N+](=O)[O-])c2ccccc12	-2%
CN(C)c1ccnc(Nc2ccc(O)cc2)c1C#N	-4%
Cc1ccc(C(=O)N[C@H](C(=O)OCc2cc(=O)oc3cc(C)ccc23)C(C)C)cc1	3%
CCOCC(=O)Nc1cc(C)on1	-4%
COc1ccccc1-c1nnc(SCC(=O)O)n1-c1ccccc1	-5%
CCN(CCO)c1ccc(NC(=S)Nc2cccc(S(=O)(=O)N(C)C)c2)cc1	5%
CC(=O)NCc1ccc(C(=O)O)cc1	9%[57.5 µM]
CS(=O)(=O)Nc1cccc(-c2cn3ccccc3n2)c1	11%
COc1ccc(C(=O)NCC(=O)N/N=C(\C)c2ccco2)cc1OC	5%[57.5 µM]
CCSc1nc2ccccc2c(=O)n1Cc1ccc(F)cc1	-2%
O=C(/C=C/c1ccco1)N1CCC(Cc2ccccc2)CC1	3%
COc1cc(NCCC(=O)c2cccs2)c(OC)cc1Cl	-3%
O=C(COC(=O)CCC1CCCC1)Nc1ccc(Cl)cc1F	-6%
COc1ccc(/C=N/NC(=O)c2cc(-c3cccnc3)nc3ccccc23)c(OC)c1	4%
COc1ccc(NC(=O)O/N=C/c2ccncc2)cc1	3%
Nc1ccc(Oc2cccc(Oc3ccc(N)cc3)c2)cc1	-1%
COCc1[nH][nH]c(=O)c1C=NCC(=O)OC	7%
Cc1ccc(Nc2nnc(SCc3cc(=O)n4cc(C)ccc4n3)s2)cc1	5%
CCOc1ccc(-n2c(N)c(-c3nc4ccccc4n3C)c3nc4ccccc4nc32)cc1	8%
CC(C)c1ccc(C(C(=O)NC2CCCC2)N(C(=O)CNC(=O)c2ccco2)c2cccnc2)cc1 (stereo not drawn)	2%

Additional records:
SMILES	ERK EGF inh
COC(=O)c1ccc(-c2nc3cc(N)ccc3o2)cc1	4%
CCn1cc[n+](C)c1P(c1ccccc1)c1ccccc1	1%
CC(=O)N1CCC(N(CCN2CCOCC2)C(=S)Nc2ccc(C)c(C)c2)CC1	1%
CN(C)CCNC(=O)CNC(=S)N(CCCN1CCOCC1)Cc1cccs1	5%
CCOC(=O)/C(C#N)=C(\O)c1ccc(NC(=O)c2ccc([N+](=O)[O-])cc2)cc1	1%[57.5 µM]
NCCCNCCCCN(CCCN)/[N+]([O-])=N/O	-11%
O=C(CNC(=O)c1ccc(S(=O)(=O)N2CCCC2)cc1)N/N=C/c1ccc(Cl)cc1Cl	3%
COCCCNC(=S)NC1CCCCC1	6%
CC(=O)c1cccc(CN2CCN(CCc3ccccc3)C(CCO)C2)c1 (stereo not drawn)	7%
NC(=S)Nc1cccc2cn[nH]c12	-9%
Cc1cc(C)cc(Oc2ccc(-c3nnc(-c4ccccc4)o3)cc2[N+](=O)[O-])c1	-1%
Fc1cccc(-n2ncc(-c3nnnn3-c3ccccc3)c2C(F)(F)F)c1	3%
c1ccc(-c2csc3ncnc(NCCCN4CCOCC4)c23)cc1	5%
Cc1ccnc(NS(=O)(=O)c2ccc(NC(=O)C3C4C=CC(C4)C3C(=O)O)cc2)n1 (stereo not drawn)	-11%
CCC(C)C1=CC(=Nc2c(C)n(C)n(-c3ccccc3)c2=O)C=C(C(C)CC)C1=O (stereo not drawn)	16µM*
COc1ccc(C(C(=O)NCC2CCCO2)N(C(=O)CNC(=O)c2cccs2)c2ccc(C(C)=O)cc2)cc1OC (stereo not drawn)	38%
Cc1[nH]c(=O)[nH]c(=O)c1CSCC(=O)OCC(=O)c1ccc(Br)cc1	7%
O=C(CNCCN1CCOCC1)Nc1ccccc1Sc1ccccc1	3%
CNNC(=S)Nc1ccc(Cl)cc1	-6%[57.5 µM]
COC(=O)c1sc(-c2ccc(Cl)cc2)cc1NC(=O)COCC(=O)O	1%[57.5 µM]
NC1=NN=C(N2N=C(c3ccco3)CC2(O)C(F)(F)F)n2ncnc2C1 (stereo not drawn)	8%
COc1ccc(CCN(C)C(=O)C2CCCN(Cc3ccc(OC)c(OC)c3)C2)cc1OC (stereo not drawn)	0%
CCSC(=O)NC1CCCCC1	1%[57.5 µM]
C[C@]12C[C@@](C)(C=C1/C=C/c1ccc(F)cc1)C(=O)C[C@H]2c1ccc(F)cc1	-7%

Overlap with the part before: five compounds, then new ones.
SMILES	ERK EGF inh
COC(=O)c1sc(-c2ccc(Cl)cc2)cc1NC(=O)COCC(=O)O	1%[57.5 µM]
NC1=NN=C(N2N=C(c3ccco3)CC2(O)C(F)(F)F)n2ncnc2C1 (stereo not drawn)	8%
COc1ccc(CCN(C)C(=O)C2CCCN(Cc3ccc(OC)c(OC)c3)C2)cc1OC (stereo not drawn)	0%
CCSC(=O)NC1CCCCC1	1%[57.5 µM]
C[C@]12C[C@@](C)(C=C1/C=C/c1ccc(F)cc1)C(=O)C[C@H]2c1ccc(F)cc1	-7%
Cc1ccccc1-c1nc2sc3c(c2c(=O)o1)CCC3	2%
O=C1CC(c2ccc(F)cc2)Sc2nc(-c3ccccc3)c(-c3ccccc3)n21 (stereo not drawn)	-1%
Cn1c(SCC(=O)N2CCN(c3ccccc3)CC2)nnc1-c1ccncc1	-1%
CN(C)c1ccc(-c2n[nH]c(=S)n2-c2ccccc2)cc1	1%
CN(C)C(=O)c1ccc(-c2nc(NCc3ccccc3)c3ccccc3n2)cc1	25%
CCN=C1SC(CC(N)=O)C(=O)N1CC (stereo not drawn)	2%
Nc1ncnc2c1nc(Br)n2C1OC(CO)C(O)C1O (stereo not drawn)	-3%
Cc1nc(C(N)=O)nc2ccccc12	-2%[57.5 µM]
CCOCCOC(NC(=O)c1ccccc1)(C(F)(F)F)C(F)(F)F	3%
CC(C)(C)c1ccc(-c2n[nH]c(=S)n2CC2CCCO2)cc1 (stereo not drawn)	3%
Oc1c(N=NC(=S)Nc2ccccc2F)c2ccccc2n1Cc1ccccc1Cl	14µM*
O=C(O)c1cccc(NC(=S)N/N=C/c2ccccc2OCc2cccc(Br)c2)c1	u
COc1ccc(C(=O)[C@H]2[C@H]3C(=O)N(c4ccc(OC(C)=O)cc4)C(=O)[C@H]3C3C=CC=NN32)cc1 (stereo partly drawn)	-10%[57.5 µM]
Nc1nc(NCCCN2CCOCC2)nc(Nc2ccc(F)cc2)c1[N+](=O)[O-]	3%
O=[N+]([O-])c1ccc(S(=O)(=O)NCC2CCCO2)cc1 (stereo not drawn)	2%
NC(=O)CSc1n[nH]c(-c2ccco2)n1	-2%[57.5 µM]
Cc1ccc(OCCn2c(=O)oc3ccc(C)cc32)cc1	3%
CCCCCN(C(=O)NC(=O)Nc1ccccc1C)S(=O)(=O)c1ccccc1	4%
CO[C@@]1(NC(=O)Cc2cccs2)C(=O)N2C(C(=O)O)=C(COC(N)=O)CS[C@@H]21	-14%[57.5 µM]
COc1cc(S(=O)(=O)Nc2ccc3cn[nH]c3c2)ccc1Cl	-1%[57.5 µM]
COc1cc(/C=C(\C#N)C(=O)NCc2cccs2)ccc1O	-3%
CC(=O)Nc1ccc(NC(=O)c2ccc(C)c(S(=O)(=O)Nc3cccc(C)c3)c2)cc1	-1%
CCC1(C)Cc2ccccc2-c2nc(NCCCO)n(C)c(=O)c21 (stereo not drawn)	-22%[57.5 µM]
CCOC(=O)c1ccccc1NC(=O)CN1C(=O)CCS(=O)(=O)c2ccccc21	8%
OCC1CCN(Cc2cn(Cc3ccccc3)nc2-c2cc3ccccc3o2)CC1	4%[57.5 µM]
Cc1nn(C)c(C(=O)N/N=C/c2ccc(Br)cc2)c1Cl	6%
CCOC(=O)c1nnn2c1nc(N1CCOCC1)c1ccccc12	-1%[57.5 µM]
CC(C)C(=O)NNC(=O)CSc1nc(C2CCCCC2)nc2ccccc12	-7%
COCCNC(=O)/C(C#N)=C/c1ccc(C(=O)O)cc1	6%
O=C(c1cccc(F)c1F)N1CCCC1	-4%
COc1ccc2c(-c3ccccc3)cc(SCC(=O)N(C)C)nc2c1	-6%
CN1CCN(c2ccccc2NC(=O)c2ccc([N+](=O)[O-])cc2Cl)CC1	4%
O=C(N/N=C/c1cccs1)c1cccnc1	9%[57.5 µM]
O=C(NNc1nc(-c2ccc(Br)cc2)cs1)c1ccco1	-11%
Cc1ccc(C2N(c3cccc(Cl)c3)C(=O)N3CCCN23)cc1 (stereo not drawn)	2%[57.5 µM]
COc1ccc(N2CCN(c3ccc(N4C(=O)COCC4=O)cc3[N+](=O)[O-])CC2)cc1	17%
C=CCc1c(C)nc(-c2ccccc2)nc1N/N=C/c1ccncc1	-1%
O=C(O)CCCCCNC(=O)Cn1nnc2ccccc2c1=O	-1%[57.5 µM]
O=C(/C=C/c1ccccc1Cl)Nc1cccc(O)c1	2%
O=S(=O)(CCN1CCSCC1)c1ccccc1	1%[57.5 µM]
COc1ccc(Nc2nc(Cl)nc(Nc3ccc(OC)cc3)n2)cc1	-1%
CC(C)[C@H](O)C1=CCCCC1=O	7%
CC(=O)Nc1ccc(C(=O)NCCc2ccccc2)cc1	-3%
CC(Cc1ccccc1)NC(=O)c1cc([N+](=O)[O-])ccc1Cl (stereo not drawn)	9%[57.5 µM]
Cc1nccc(-c2ccc3c(c2)OCO3)n1	-2%
O=C(CSc1nnc2ccccn12)NC(=O)Cc1ccccc1	0%
CCOC(=O)c1c(NC(=O)CSc2nnc(CNc3ccc(C)cc3C)o2)sc(C)c1C	-8%

This is a subset; count on the stated rates, not on these rows.
